TAG inh – reduces triacylglycerol accumulation in H9c2 cells; inhibition, % at 12.5 µM; AID 651582; Nile Red lipid (TAG) fluorescence; cells loaded with 200 µM oleic acid; 230,000 compounds, 0.66% hits;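 active = pattern-corrected inhibition of lipid staining of at least 50% with the nuclear-stain viability signal not falling by more than 50%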;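 also: 0% = DMSO wells and 100% = triacsin C control wells; some results filed as inactive read as strong as hits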
TAG inh DAPI viability – second read-out of TAG inh, no call of its own (marks repeat the call); DAPI nuclei signal change (viability), lower = more cytotoxic, %;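 whole-well DAPI fluorescence read on a plate reader as a viability signal; minus 50 percent equals half of cells still viable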
* hit, by the source's call.

COc1ccc(C(=O)/C(=C/N(C)C)S(=O)(=O)c2ccccc2)cc1 was read as TAG inh 5 and TAG inh DAPI viability -6.
Screening CSc1ncccc1C(=O)Nc1cc(C)ccn1 returned TAG inh 4 and TAG inh DAPI viability -4.
CC1(C(=O)NS(=O)(=O)Cc2cccc(Cl)c2)CCN1C(=O)Cc1ccc(-c2ccccc2)cc1 (stereo not given) was read as TAG inh 21 and TAG inh DAPI viability -21.
For CCCCN(C=O)c1c(CC)nc2c(OCC(=O)C(C)(C)C)cccn12 the results were TAG inh 0 and TAG inh DAPI viability -9.
`Cc1onc(-c2ccccc2)c1CNC(=O)C1COc2ccccc2O1` (stereo not given) gave TAG inh -23 and TAG inh DAPI viability 13.
Screening CCOC(=O)c1ccc(S(=O)(=O)N2CCN(CC(=O)NC(=O)NC3CCCCC3)CC2)cc1 returned TAG inh 7 and TAG inh DAPI viability -2.
`CCOC(=O)/C(C#N)=C/C=C1\C=Cc2ccccc2N1CC` gave TAG inh 6 and TAG inh DAPI viability -15.
COc1ccccc1NC(=O)COC(=O)CCn1c(C)csc1=O was read as TAG inh 2 and TAG inh DAPI viability 4.
CN(C)S(=O)(=O)c1cccc(NC(=S)NC(=O)c2ccco2)c1 was read as TAG inh 12 and TAG inh DAPI viability 2.
Screening c1ccc(N2CCCCC2)c(Nc2nc3ccccc3n3cnnc23)c1 returned TAG inh 14 and TAG inh DAPI viability 7.
Screening COc1ccc(C(CCO)NC(=O)c2cccs2)cc1OC (stereo not given) returned TAG inh 0 and TAG inh DAPI viability -6.
CCCCc1n[nH]c(=S)n1Cc1ccc(Cl)cc1 was read as TAG inh 1 and TAG inh DAPI viability 5.
For CCCCn1c(N)c(N(Cc2ccccc2OC)C(=O)CC2OC(=O)c3ccccc32)c(=O)[nH]c1=O (stereo not given) the results were TAG inh 9 and TAG inh DAPI viability -8.
Screening COc1cccc(C(NC(C)=O)c2nc(-c3ccccc3OC)cs2)c1 (stereo not given) returned TAG inh 7 and TAG inh DAPI viability -5.
For Cc1ccc(C(=O)Nc2ccccc2C(N)=O)o1 the results were TAG inh -7 and TAG inh DAPI viability 12.
For COc1ccc(C(C#N)c2ccc(=O)[nH]n2)cc1 (stereo not given) the results were TAG inh -1 and TAG inh DAPI viability 0.
`CCC(CC)NC(=O)Nc1ccc(F)cc1F` gave TAG inh 15 and TAG inh DAPI viability 8.
`CCOC(=O)c1ccc(NC(=O)COc2ccc(CNC3CCCCC3)cc2OC)cc1` gave TAG inh 26 and TAG inh DAPI viability 19.
Screening C[C@@H]1C(c2ccccc2)=NN(c2ccc(Br)cc2)[C@H]1C(=O)N1CCOC1=O returned TAG inh -4 and TAG inh DAPI viability 24.
Screening COc1ccccc1OCCCCCCN1CCN(C)CC1 returned TAG inh 5 and TAG inh DAPI viability 3.

Nothing new here: six of the compounds above.
For Cc1ccc(C(=O)Nc2ccccc2C(N)=O)o1 the results were TAG inh -7 and TAG inh DAPI viability 12.
For COc1ccc(C(C#N)c2ccc(=O)[nH]n2)cc1 (stereo not given) the results were TAG inh -1 and TAG inh DAPI viability 0.
`CCC(CC)NC(=O)Nc1ccc(F)cc1F` gave TAG inh 15 and TAG inh DAPI viability 8.
`CCOC(=O)c1ccc(NC(=O)COc2ccc(CNC3CCCCC3)cc2OC)cc1` gave TAG inh 26 and TAG inh DAPI viability 19.
Screening C[C@@H]1C(c2ccccc2)=NN(c2ccc(Br)cc2)[C@H]1C(=O)N1CCOC1=O returned TAG inh -4 and TAG inh DAPI viability 24.
Screening COc1ccccc1OCCCCCCN1CCN(C)CC1 returned TAG inh 5 and TAG inh DAPI viability 3.

Quoted at random: 3 entries already listed.
Screening COc1cccc(C(NC(C)=O)c2nc(-c3ccccc3OC)cs2)c1 (stereo not given) returned TAG inh 7 and TAG inh DAPI viability -5.
CN(C)S(=O)(=O)c1cccc(NC(=S)NC(=O)c2ccco2)c1 was read as TAG inh 12 and TAG inh DAPI viability 2.
`Cc1onc(-c2ccccc2)c1CNC(=O)C1COc2ccccc2O1` (stereo not given) gave TAG inh -23 and TAG inh DAPI viability 13.

In the list so far, these have an NH in an aromatic ring:
CCCCc1n[nH]c(=S)n1Cc1ccc(Cl)cc1 was read as TAG inh 1 and TAG inh DAPI viability 5.
For CCCCn1c(N)c(N(Cc2ccccc2OC)C(=O)CC2OC(=O)c3ccccc32)c(=O)[nH]c1=O (stereo not given) the results were TAG inh 9 and TAG inh DAPI viability -8.
For COc1ccc(C(C#N)c2ccc(=O)[nH]n2)cc1 (stereo not given) the results were TAG inh -1 and TAG inh DAPI viability 0.

(continued)
`Cc1cc(NC(=O)CCCn2nc([N+](=O)[O-])cc2C)no1` gave TAG inh -2 and TAG inh DAPI viability -3.
For Cc1cc(Nc2ccc(N3CCOCC3)cc2)c2cccc(C)c2n1 the results were TAG inh 15 and TAG inh DAPI viability 0.
For Nc1cc([N+](=O)[O-])ccc1O the results were TAG inh -2 and TAG inh DAPI viability 5.
`O=C(NN=C1CCCC1)c1ccc([N+](=O)[O-])cc1` gave TAG inh 2 and TAG inh DAPI viability -4.
`O=C(CSc1nn(-c2ccc(F)cc2)c(=S)s1)NCC1CCCO1` (stereo not given) gave TAG inh -9 and TAG inh DAPI viability 3.
`O=C(Nc1ccc(Cl)cc1)[C@@H]1[C@@H]2C(=O)N(c3ccc4ccccc4c3)C(=O)[C@@H]2[C@H]2C=CC=NN21` gave TAG inh -21 and TAG inh DAPI viability 10.
COc1ccc(CCCN2CCC(CN3C(=S)NC[C@@H]3Cc3ccccc3)CC2)cc1OC was read as TAG inh -13 and TAG inh DAPI viability 19.
CCCOc1cccc(C2/C(=C(/O)c3ccccc3)C(=O)C(=O)N2CCN(C)C)c1 (stereo not given) was read as TAG inh -2 and TAG inh DAPI viability 3.
`CN(C)c1ccc(CNCCC(Cc2ccccc2)c2ccco2)cc1` (stereo not given) gave TAG inh 17 and TAG inh DAPI viability 7.
Screening COc1ccc(S(=O)(=O)N(C)C[C@H]2Oc3c(NC(=O)Cc4ccccc4)cccc3C(=O)N([C@H](C)CO)C[C@@H]2C)cc1 returned TAG inh 0 and TAG inh DAPI viability -2.
Cc1cc2nc(CCN(C(=S)NCC3CCCO3)C3CCCC3)[nH]c2cc1C (stereo not given) was read as TAG inh 5 and TAG inh DAPI viability -10.
`COc1ccc(Oc2cccc(Cl)c2CNC(=O)CC(C)(C)CC(=O)O)cc1` gave TAG inh -6 and TAG inh DAPI viability 1.
`O=C(CNCC1CCCCC1)Nc1cccc(S(=O)(=O)N2CCOCC2)c1` gave TAG inh 3 and TAG inh DAPI viability -3.
Screening CCSc1nnc(NC(=O)C2C3CCC(C3)C2C(=O)O)s1 (stereo not given) returned TAG inh 4 and TAG inh DAPI viability 2.
Screening COc1ccc2c(c1)CCCC(Br)C2=O (stereo not given) returned TAG inh -8 and TAG inh DAPI viability 0.
CC1(C(=O)NS(=O)(=O)c2ccccc2)CCN1C(=O)Cc1ccc(Cl)cc1Cl (stereo not given) was read as TAG inh 11 and TAG inh DAPI viability -10.
`COc1ccccc1NC(=O)C1=C(C)Nc2nnnn2C1c1ccncc1` (stereo not given) gave TAG inh -7 and TAG inh DAPI viability 2.
C/C=C/c1ccc(OCC(=O)Nc2cc(S(=O)(=O)N3CCOCC3)ccc2N2CCCC2)c(OC)c1 was read as TAG inh -3 and TAG inh DAPI viability 6.
`CCCC(=O)n1nc(-c2ccc(Cl)cc2)nc1SC` gave TAG inh 0 and TAG inh DAPI viability 4.
Screening COc1ccc2[nH]c3c(c2c1)CCN1C(=O)C(CC(=O)NCCCN(C)C)C[C@H](C(=O)N2CCCCC2)[C@@]31C (stereo not given in full) returned TAG inh 4 and TAG inh DAPI viability -3.
CC(=O)c1coc2c1cc(O)c1ccccc12 was read as TAG inh 1 and TAG inh DAPI viability 5.
For COC(=O)Nc1ccc(S(=O)(=O)N2CCCCC2C(=O)NCc2ccco2)cc1 (stereo not given) the results were TAG inh 3 and TAG inh DAPI viability -17.
Screening COc1cc2sc3cc(NCc4ccc(C)o4)ccc3c(=O)c2cc1OC returned TAG inh 4 and TAG inh DAPI viability 33.
Screening O=C(CSc1nnc(N2CCCC2)n1-c1ccccc1Cl)N1CCN(c2ccccn2)CC1 returned TAG inh 16 and TAG inh DAPI viability -8.
For COc1ccc(-n2c3c(cc(C(=O)NNc4ccccc4)c2=O)C(=O)CC(C)(C)C3)cc1 the results were TAG inh 18 and TAG inh DAPI viability -11.
For COc1ccc2nc(SCC(N)=O)cc(C)c2c1 the results were TAG inh -18 and TAG inh DAPI viability 2.
For CCCNS(=O)(=O)c1ccc(-n2cnnn2)c(OC)c1 the results were TAG inh -8 and TAG inh DAPI viability 0.
`O=C(Nc1cccc(F)c1)N1CC=C(n2c(=O)[nH]c3ccccc32)CC1` gave TAG inh -2 and TAG inh DAPI viability -1.
`CC(C)CCN1CCN(Cc2nc3c(s2)CCCC3)CC1CCO` (stereo not given) gave TAG inh -13 and TAG inh DAPI viability -1.
Screening Cc1csc(SC(C)C(=O)Nc2ccc3c(c2)OCCO3)n1 (stereo not given) returned TAG inh -10 and TAG inh DAPI viability 1.
For COC(=O)[C@H]1C[C@@H]1[C@H](N)c1ccccc1 the results were TAG inh 4 and TAG inh DAPI viability 1.
COC(=O)c1ccccc1NC(=O)CSc1ccc(C)cc1 was read as TAG inh -111 and TAG inh DAPI viability -11.
For COc1ccc(-n2cnc3cc(NS(=O)(=O)c4ccc(C)cc4)ccc32)cc1 the results were TAG inh 44 and TAG inh DAPI viability 11.
Screening CCOc1ccc(S(=O)(=O)Nc2ccc(C(=O)N3CCC3)cc2)cc1 returned TAG inh -28 and TAG inh DAPI viability 10.
For S=c1[nH]nc(COc2cccc3ccccc23)n1Cc1ccccc1 the results were TAG inh 9 and TAG inh DAPI viability -7.
Cc1n[nH]c(C)c1S(=O)(=O)N(CC(=O)NC1CCCC1)c1ccc(C(C)C)cc1 was read as TAG inh 19 and TAG inh DAPI viability -29.
`Cc1cc(C)n2nc(SCC(=O)c3cccs3)nc2n1` gave TAG inh 14 and TAG inh DAPI viability -5.
Screening Cc1cc(C)cc(NC(=O)N2CCNC(=O)C2CC(=O)Nc2cc(Cl)ccc2Cl)c1 (stereo not given) returned TAG inh 13 and TAG inh DAPI viability 15.
Screening CN(C)C(=O)CCc1ccc2c3c([nH]c2c1)[C@]1(C)[C@@H](C(=O)N2CCOCC2)C[C@H](CC(=O)NCCC2=CCCCC2)C(=O)N1CC3 returned TAG inh -2 and TAG inh DAPI viability -4.
`O=[N+]([O-])c1cc([N+](=O)[O-])c(Oc2cncc(Cl)c2)cc1NC1CCCCCCC1` gave TAG inh 37 and TAG inh DAPI viability -14.
For N#CC(C#N)=CNc1cccnc1 the results were TAG inh -1 and TAG inh DAPI viability 2.
`COc1ccc(OC)c(CN2CCN(CC(=O)Nc3ccccc3C(=O)NC3CC3)CC2)c1` gave TAG inh -10 and TAG inh DAPI viability 5.
For Brc1ccc(-c2nnc(Cc3ccccc3)o2)cc1 the results were TAG inh -4 and TAG inh DAPI viability 4.
Cc1ccc(NC(=O)c2sccc2-n2cccc2)c(C)c1 was read as TAG inh -18 and TAG inh DAPI viability -12.
For CCCN1CCN(CCCNC(=O)CN2C(=O)COc3ccc(C(C)(C)C)cc32)CC1 the results were TAG inh 5 and TAG inh DAPI viability 10.
`COc1ccc2c(CC(=O)N(C)CC3COc4ccccc4O3)coc2c1` (stereo not given) gave TAG inh -10 and TAG inh DAPI viability 9.
`COc1cccc(Cn2nc(C(=O)O)c3ccccc3c2=O)c1` gave TAG inh -1 and TAG inh DAPI viability -8.
C=CCSc1nnc(NC(=O)C2CC(=O)N(c3ccc4c(c3)OCCO4)C2)s1 (stereo not given) was read as TAG inh -12 and TAG inh DAPI viability 7.
For COCCNC(=O)C(C(=O)c1ccc(F)cc1)n1cc(C)ccc1=O (stereo not given) the results were TAG inh 7 and TAG inh DAPI viability 1.
COc1ccc2oc(=O)c(N3C(=O)c4ccccc4C3=O)cc2c1 was read as TAG inh 4 and TAG inh DAPI viability 3.

An excerpt from above in order of SMILES length, rising.
C=CCSc1nnc(NC(=O)C2CC(=O)N(c3ccc4c(c3)OCCO4)C2)s1 (stereo not given) was read as TAG inh -12 and TAG inh DAPI viability 7.
For CCCN1CCN(CCCNC(=O)CN2C(=O)COc3ccc(C(C)(C)C)cc32)CC1 the results were TAG inh 5 and TAG inh DAPI viability 10.
`COc1ccc(OC)c(CN2CCN(CC(=O)Nc3ccccc3C(=O)NC3CC3)CC2)c1` gave TAG inh -10 and TAG inh DAPI viability 5.

Screening results (PubChem)

Some of the compounds tested (hit frequency here may not be typical).
